Glyco luc inh: increase of ERlucT glycosylation luciferase signal, primary screen, N-linked glycosylation inhibitor project, D54 ERlucT cells, luminescence, set 2; reporter increase, % at 12.5 µM; D54 ERlucT glycosylation luciferase reporter, 24 h; percent of 100 nM tunicamycin response; actives 0.23% (n = 360,000);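 active = mean luciferase reporter signal, scaled so untreated is 0 and the glycosylation-blocking control 100, at or above a set limit in every replicate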;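 also: luciferase carries N-glycosylation sites so blocking glycosylation raises the light; 0% = median of neutral control wells and 100% = median of 100 nM tunicamycin wells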
NOD2 RIPK2 PPI: NOD2-RIPK2 binding disruptors in cells, primary screen, fluorescence, CHO cells, BLA complementation; Receptor-interacting serine/threonine-protein kinase 2 (Homo sapiens), O43353; CCF4 ratio; inhibition, % at 4.98 µM; actives 0.38% (n = 360,000); AID 624267, 2012; in the data active = inhibition above about 21%;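 also: 0% = vehicle only and 100% = reference blocker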
Target sequence (O43353 whole entry, looked up): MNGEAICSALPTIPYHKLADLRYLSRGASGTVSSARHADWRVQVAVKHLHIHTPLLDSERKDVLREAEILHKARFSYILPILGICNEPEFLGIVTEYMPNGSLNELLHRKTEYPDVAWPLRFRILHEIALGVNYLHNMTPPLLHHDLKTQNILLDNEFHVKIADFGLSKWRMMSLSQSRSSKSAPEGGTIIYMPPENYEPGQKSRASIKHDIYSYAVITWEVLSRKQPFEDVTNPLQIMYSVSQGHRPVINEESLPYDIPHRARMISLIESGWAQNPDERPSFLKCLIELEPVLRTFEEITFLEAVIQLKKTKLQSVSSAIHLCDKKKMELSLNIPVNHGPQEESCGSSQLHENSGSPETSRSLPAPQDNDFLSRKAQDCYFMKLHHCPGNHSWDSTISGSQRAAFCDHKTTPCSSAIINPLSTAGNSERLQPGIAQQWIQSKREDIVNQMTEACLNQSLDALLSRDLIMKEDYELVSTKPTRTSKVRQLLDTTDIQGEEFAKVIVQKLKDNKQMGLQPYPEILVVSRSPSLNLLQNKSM
ABHD5-PLIN5 inh: ABHD5-PLIN5 interaction inhibitors, primary screen, cell lysate, split luciferase complementation, luminescence; Perilipin-5 (Homo sapiens) + 1-acylglycerol-3-phosphate O-acyltransferase ABHD5 (Homo …; Split G. princeps luciferase complementation, 4 h; inhibition, % at 4 µM; actives 0.78% (n = 360,000); AID 602281, 2012;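 active = inhibition above the mean inhibition across every tested compound plus 3 SD, cut at about 22% in these data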;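 also: 0% = DMSO only wells and the 100% control is not disclosed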
ABCB6 inh MLPCN: ABCB6 transporter inhibitors, primary screen, K562-ABCB6 cells, flow cytometry, MLPCN library. fluorescence ratio to DMSO, % at 10 µM. ATP-binding cassette sub-family B member 6 (Homo sapiens), Q9NP58. actives 0.19% (n = 360,000). AID 602162, 2011. K562-ABCB6 porphyrin accumulation, 1 h; stronger effect = lower value;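 active = fluorescence ratio to DMSO below 75%, the collection mean minus 3 SD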;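 also: signal is porphyrin accumulated inside mitochondria; 100% equals median channel fluorescence of DMSO control wells; lower ratio means ABCB6 inhibition with less porphyrin fluorescence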
MC4R barr agon: MC4R agonists recruiting beta-arrestin, primary screen, cell-based, luminescence, agonist arm of biased-ligand search; Melanocortin receptor 4 (Homo sapiens), P32245; actives 0.98% (n = 360,000); U2OS MC4R beta-arrestin complementation; percent of melanotan II response, DMSO zero; activation, % at 8.9 µM;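 active = activation above a per-plate cutoff, the mean activation of sample wells on that plate plus 3 SD, cut at about 8% in these data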
Target sequence (P32245 whole entry, looked up): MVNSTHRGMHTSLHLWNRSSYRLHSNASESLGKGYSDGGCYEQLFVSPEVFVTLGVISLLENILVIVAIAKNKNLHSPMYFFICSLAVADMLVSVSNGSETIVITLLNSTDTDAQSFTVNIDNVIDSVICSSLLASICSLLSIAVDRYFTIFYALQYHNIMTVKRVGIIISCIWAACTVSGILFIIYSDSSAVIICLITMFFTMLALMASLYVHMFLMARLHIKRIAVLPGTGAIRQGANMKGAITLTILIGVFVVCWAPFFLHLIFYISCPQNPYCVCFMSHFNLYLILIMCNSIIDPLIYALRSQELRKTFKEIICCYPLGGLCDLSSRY
Vif inh: HIV Vif self-association inhibitors, primary screen, imaging, HEK293T, single point. HEK293T cells, Vif self-association by quenched fluorescence, 24 h. inhibition, % at 7.49 µM. actives 0.35% (n = 340,000). AID 602346, 2012; in the data active = inhibition above about 50%, passing the limit was not always enough; also: some results filed as inactive read as strong as hits
TLR9-MyD88 block: inhibitors of TLR9-MyD88 association in cells, primary screen, cell-based, CHO, BLA complementation, fluorescence | CCF4 FRET ratio | Toll-like receptor 9 (Homo sapiens) + Myeloid differentiation primary response protein … | AID 504734, 2011 | actives 0.21% (n = 340,000) | inhibition, % at 4.98 µM;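 active = inhibition above the mean over all tested compounds plus 3 SD, cut at about 21% in these data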;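 also: 0% = DMSO only wells and 100% = clavulanate BLA inhibitor control wells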
aDG glyco up: activators of alpha-DG glycosylation, primary screen, uHTS, Pro5-aDG cells, AlphaScreen | alpha-DG glycosylation AlphaScreen (IIH6); 0% Pro5, 100% B10-LARGE cell signal | activation, % at 10 µM | actives 0.22% (n = 360,000);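 active = activation of at least 8% versus controls, or a plate z-score of at least 8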;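 also: Pro5 are CHO cells carrying HIG-tagged alpha-DG that lacks glycosylation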
MC4R antagonist: MC4R antagonists of cAMP signaling, primary screen, cell-based, TR-FRET, antagonist arm of biased-ligand search; Melanocortin receptor 4 (Homo sapiens), P32245; MC4R-expressing cells, MTII-stimulated cAMP, LANCE TR-FRET; inhibition, % at 6.5 µM; actives 0.48% (n = 360,000);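 active = inhibition above its plate's cutoff, the mean of tested wells on that plate plus 3 SD, cut at about 29% in these data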;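 also: 0% = Melanotan II alone and 100% = Melanotan II plus saturating MCL0020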
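material = U2OS cells stably expressing human melanocortin 4 receptor (MC4R) | also added = Melanotan II challenge | dosing = single nominal compound dose of 6.5 µM | detection = TR-FRET with Eu-cAMP and labeled anti-cAMP, 671 nm | replication = singlicate | timing = compound 30 min, challenge 1 h, detection 1 h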
Granule exo inh: LAMP-1 surface exposure blockers, TALL-104 cells – cell-based, flow cytometry, MLPCN library, primary screen; TALL-104 LAMP-1 surface exposure; cells stimulated with thapsigargin and PMA; inhibition, % at 10 µM; actives 0.66% (n = 360,000); AID 651702, 2012;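 active = inhibition above about 55%, limit read from the data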
* = called active by the depositor; nt = no result given.

mol,Glyco luc inh,NOD2 RIPK2 PPI,ABHD5-PLIN5 inh,ABCB6 inh MLPCN,MC4R barr agon,Vif inh,TLR9-MyD88 block,aDG glyco up,MC4R antagonist,Granule exo inh
CCc1cnc(Nc2nc(C(N)Cc3ccc(F)cc3)cs2)nc1 (stereo not given),1,12,-1,100,5.1,3,nt,3.3,-4,3
CCOC(=O)CCSc1nc(C(C)(C)C)cc(C(F)(F)F)c1C#N,-1,-6,-3,88,0.1,-8,-3,-0.2,9,1
O=C(NC1CCS(=O)(=O)C1)c1cccc(Cl)c1 (stereo not given),-1,10,-4,94,-0.4,-1,-9,-0.1,3,0
O=C(/C=C/c1cccc(C(F)(F)F)c1)N1CCN(c2ccccn2)CC1,1,-9,6,99,1.1,-4,-5,-0.3,-1,-7
Cc1sc2nc(CSCC(=O)N3CC(C)OC(C)C3)[nH]c(=O)c2c1C (stereo not given),3,-1,-8,103,-4.5,-3,-12,3.5,3,-15
CC1CCN(C(=O)CN2C(=O)COc3ccc(Cl)cc32)CC1,1,2,5,98,-0.8,-10,0,-0.1,8,-7
COc1cc(CNC2CCCCC2)c(Br)cc1OC1CCCC1,-6,9,5,100,1.3,-3,9,0.2,2,3
O=C(NNC(=O)c1cc(-c2ccncc2)nc2ccccc12)c1cccc(Cl)c1,1,0,-9,101,-3.1,1,0,-0.3,14,-6
CCOC(=O)CCC(=O)Nc1ccc(S(=O)(=O)N2CCC(C)CC2)cc1,2,-5,-11,101,-1.2,-3,-7,-0.2,5,3
CCOC(=O)[C@]12CCC=C1N(Cc1cccc3ccccc13)C(=O)[C@H](CC(=O)NCCCN1CCCC1=O)C2,nt,-7,-5,93,nt,nt,nt,0.0,nt,3
O=C(NC1CCCCC1)C(c1ccccc1)N(Cc1ccc2c(c1)OCO2)C(=O)c1cnsn1 (stereo not given),-1,-9,-1,77,-2.8,nt,-7,0.3,10,2
COc1ccc2oc(C(F)(F)C(F)F)cc(=O)c2c1,2,-1,-5,86,-0.2,6,3,-0.2,5,-2
CC(=O)[C@H]1[C@H](CCc2ccccc2)NC(=O)N(Cc2ccccc2)[C@@H]1C,-2,-16,1,94,-0.4,nt,-5,0.1,5,1
O=C(O)c1cccc(CN2C(=O)c3ccccc3C2=O)c1,-1,-13,3,100,-0.5,-4,-1,0.0,1,19
Cc1ccc(C(=O)N[C@H](C(=O)OCc2cc(=O)n3c(n2)sc2ccccc23)C(C)C)cc1,-2,-3,4,93,-0.5,-2,-5,0.1,4,-1
O=C(NCCCN1CCOCC1)c1onc(CSc2nc3ccccc3[nH]2)c1C(=O)NCCCN1CCOCC1,4,1,1,93,-1.5,7,0,0.1,9,1
O=S(=O)(NCC(c1ccc2c(c1)OCO2)N1CCOCC1)c1ccccc1 (stereo not given),-1,2,-4,100,-2.1,-5,-2,-0.1,0,0
O=C(CNC(=O)c1cccc(F)c1)NC1CC1,3,-11,9,87,0.2,-4,-3,-0.3,5,-20
CC(=O)Nc1nn(C)c2nc(C)cc(C)c12,1,-10,1,98,-1.9,-1,-3,0.2,10,-2
COc1cc(C(=O)Nc2ccc(OCC(=O)N3CCOCC3)cc2C)cc(OC)c1OC,3,8,-6,99,0.0,18,-12,0.2,13,-2
Cc1cc(-n2nc(C)cc2C)nc(NS(=O)(=O)c2ccccc2)n1,2,-1,5,98,-0.2,3,-9,0.0,10,-1
COc1ccccc1N1CCN(C(=O)C2CCN(S(=O)(=O)c3ccc4c(c3)CC(C)N4C(=O)C3CC3)CC2)CC1 (stereo not given),-1,4,6,96,-1.8,-3,-3,-0.2,6,4
O=C(C=Cc1ccc(Cl)s1)c1ccc(Cl)s1,-7,-4,21,101,-2.5,0,-11,-0.1,2,0
CCc1nc2ccccc2c(=O)n1/N=C/c1ccc(OC)cc1,5,-8,-5,99,-0.2,-9,-8,0.0,15,-3
CN(C)S(=O)(=O)c1cccc(NC(=O)c2cc(-c3cccs3)nn2-c2cccc(Cl)c2)c1,14,-4,5,96,-3.3,-2,1,-0.2,-2,0
Cc1cccc(C)c1NC(=O)CSc1ncnc2nc[nH]c12,-1,-10,-1,103,0.7,1,-2,0.1,13,-3
CC(=O)CC(C)(C)S(=O)(=O)c1ccc(Oc2ccc(S(=O)(=O)C(C)(C)CC(C)=O)cc2)cc1,2,9,-3,102,-1.7,6,4,0.9,8,-1
COc1ccc(C(=O)NC2CC2)cc1OC1CCN(Cc2ccccc2F)CC1,nt,-12,3,99,-4.2,nt,-10,0.1,3,-4
CSc1ccccc1NC(=O)CN1CC(C)OC(C)C1 (stereo not given),3,3,1,92,-0.3,-2,1,0.3,-1,0
CCOC(=O)c1c(-c2ccccc2)oc2ccc(O)c(CN3CCCC3)c12,10,5,1,99,0.7,0,1,5.1,-7,5

Given with the structure last: part of the list above
Glyco luc inh	NOD2 RIPK2 PPI	ABHD5-PLIN5 inh	ABCB6 inh MLPCN	MC4R barr agon	Vif inh	TLR9-MyD88 block	aDG glyco up	MC4R antagonist	Granule exo inh	compound
1	2	5	98	-0.8	-10	0	-0.1	8	-7	CC1CCN(C(=O)CN2C(=O)COc3ccc(Cl)cc32)CC1
-6	9	5	100	1.3	-3	9	0.2	2	3	COc1cc(CNC2CCCCC2)c(Br)cc1OC1CCCC1

(list continues)
mol,Glyco luc inh,NOD2 RIPK2 PPI,ABHD5-PLIN5 inh,ABCB6 inh MLPCN,MC4R barr agon,Vif inh,TLR9-MyD88 block,aDG glyco up,MC4R antagonist,Granule exo inh
COc1cc(C)c(N(C(C)=O)c2ccccc2)c(C)c1,-1,7,7,91,-0.5,1,2,0.0,6,2
c1ccc(-n2nnc(-c3nccs3)n2)cc1,-6,2,-2,98,0.1,16,2,-0.3,0,-4
C/C(CC(=O)Nc1ccc(Cl)cc1C(F)(F)F)=N\NC(=O)c1cccs1,2,0,12,97,1.5,-1,-5,0.1,-9,-6
COc1ccc(-c2ccc(CN3C(CC(C)C)C(=O)N(Cc4cn(CC5CCCCC5)nn4)CCS3(=O)=O)cc2)cc1OC (stereo not given),-3,-16,-4,100,0.9,-3,4,-0.1,2,-1
O=C(NCCC1=CCCCC1)C1CCN(S(=O)(=O)c2cnc[nH]2)CC1,-1,-9,-2,90,-0.1,nt,-2,-0.2,4,0
Cc1ccc(CN2CC34C=CC(O3)C(C(=O)NCc3ccco3)C4C2=O)cc1 (stereo not given),-1,5,7,96,-1.1,-1,-10,0.1,2,-2
Cc1cccc(N(CC(=O)NC(C)C)C(=O)CCC(=O)Nc2ccccn2)c1,2,-3,-2,105,-0.5,-4,-1,-0.2,5,-1
Cn1cc(P(=S)(N2CCOCC2)N2CCOCC2)cc1P(=O)(N1CCOCC1)N1CCOCC1,0,-12,-6,92,-0.6,-2,10,-0.4,0,-2
CC1N=C(N)C(c2nc3ccccc3n2C)=C1O (stereo not given),3,-5,-8,101,-3.2,3,-4,0.1,2,2
Cn1c(N)c(C(=O)COC(=O)Cc2cccc(C(F)(F)F)c2)c(=O)n(C)c1=O,1,-3,1,94,-0.6,3,-1,0.0,3,-2
CCC1(CC)Cc2ccccc2C2=C(C(=O)N3CCCCC3)C(=O)C(=O)N21,1,-9,2,92,0.9,nt,-9,1.3,16,-4
COc1ccc(COCC(O)CN(Cc2ccco2)Cc2ccccc2O)cc1 (stereo not given),-2,3,-2,99,0.6,-4,-3,0.0,16,-9
CC(C)(C)N(Cc1ccccc1)C(=O)COC(=O)c1ccc(S(=O)(=O)N2CCOCC2)cc1,0,1,0,96,-0.8,4,0,0.0,14,63*
Nc1cc(Cl)ccc1C(=O)OCC(=O)NC(=O)NCc1ccccc1,3,-1,-14,105,5.8,10,-12,-0.2,-4,3
COc1ccccc1CN1[C@@H](CC(C)=O)c2cc(C(F)(F)F)ccc2S1(=O)=O,-2,-4,-3,98,-1.0,1,4,0.4,9,2
O=C1c2ccccc2C(=O)N1CCCc1cn(C[C@H]2CC[C@H](Cn3cc(CCCN4C(=O)c5ccccc5C4=O)nn3)O2)nn1,-1,4,5,99,-0.7,6,-6,0.3,9,2
CCSc1nnc(NC(=O)c2ccc3nc[nH]c3c2)s1,2,-3,-5,103,-1.0,4,-5,0.1,4,-1
CC(C)CC(=O)NC(=S)Nc1ccccn1,1,-6,2,95,-0.5,4,-6,-0.1,-2,7
O=S(=O)(c1ccc(Cl)cc1)N1CCC(O)(CN2CCN(Cc3ccccc3)CC2)CC1,-4,0,7,100,-2.3,-4,7,1.2,4,4
CCCC(=O)NC(c1ccc2c(c1)OCO2)c1cc(Cl)c2cccnc2c1O (stereo not given),-12,-2,-6,101,-0.6,3,-3,0.0,18,10
c1coc(-c2nnc(NC3=NCCC3)o2)c1,-2,-10,2,102,2.3,nt,9,-0.1,6,-2
O=c1oc2ccccc2cc1-c1csc(Cc2nc(-c3ccc(Cl)cc3)cs2)n1,-3,-6,-11,90,-3.2,-6,-8,0.6,6,-2
CC(C)(C)C(=O)NC1(C(F)(F)F)NC(=O)N(CCc2ccccc2)C1=O (stereo not given),-1,-10,-1,96,0.8,2,-10,0.1,13,7
S=c1[nH]c2ccccc2n1Cc1ccccc1,2,-8,7,107,0.9,5,7,0.1,-3,-25
Cc1ccc(-c2nnc(SCC(=O)O)n2N)cc1,2,3,-2,93,-0.2,-4,-8,-0.4,13,0
COc1ccc(C(=O)NCC(O)CN2CCOCC2)cc1[N+](=O)[O-] (stereo not given),2,-2,5,104,-1.1,2,7,0.2,3,-3
Cc1noc(C)c1S(=O)(=O)Nc1cccc(C(F)(F)F)c1,0,6,-2,100,-1.1,-6,3,-0.1,1,7
CCCCNC(=O)c1onc(CSc2cc(C)cc(C)c2)c1C(=O)O,1,-2,13,93,-0.6,13,-2,0.0,-1,-9
COCCNc1nc(NCCOc2ccccc2Cl)c2sc(-c3ccccc3)cc2n1,-3,3,0,98,-1.9,-6,nt,4.8,11,-2
CNC(=O)C(=O)Nc1c(O)c2ccccc2[nH]c1=O,0,0,-23,94,-1.8,7,3,0.0,-5,13
O=C(CN1CCN(c2ccc(O)cc2)CC1)Nc1cc([N+](=O)[O-])ccc1Cl,1,-7,-2,98,-1.2,-14,7,0.0,4,3

Bioassay records as filed in PubChem BioAssay.

The list is partial; count on the stated rates, not on these rows.
